Assay outcomes as filed in PubChem BioAssay.
POLI inh = blocks human DNA polymerase iota activity; Pol iota fluorescent replication assay, 10 min; Potency, µM (top dose mostly 115 µM), without a hit: top-dose activity, negative = inhibition, most hits filed as inhibitors; 390,000 compounds, 1% hits; AID 588590
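Fluorescent replication assay read twice, at 0 min and 10 min after adding 50 nM (final) substrate. Enzyme (10 nM) and compounds were first incubated 15 min at room temperature; enzyme-free buffer wells were negative controls.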
BAZ2B inh = inhibitors of human BAZ2B bromodomain; Potency, µM (series often up to 114 µM), for inactives: top-dose activity change, negative = inhibition, most hits filed as inhibitors; AlphaScreen BAZ2B-H3K14Ac peptide displacement; AID 504333; Q9UIF8; 360,000 compounds, 4.4% hits; note: % is set by controls: 0 for no effect and ±100 for the full control effect; nearly all actives have a fitted effect of over 60% in size
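Protein-peptide AlphaScreen: BAZ2B 50 nM, b-H3K14Ac 50 nM, 1x PBS pH 7.4 + 0.01% Tween-20. Preincubation 30 min RT; cpd 30 min RT (top 110 uM); beads 20 min RT, light-protected.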
BLM inh = Bloom syndrome helicase (human) inhibition. P54132. recombinant BLM DNA unwinding, fluorescence dequenching. Potency, µM (doses to about 56.1 µM), for inactives: at the top dose activity change, negative = inhibition, actives largely listed as inhibitors. 350,000 compounds, 0.2% hits. AID 2528;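 note: plate controls were vehicle for no effect and no enzyme for full effect; nearly all actives have a fitted effect of over 35% in size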
POLK inh = blocks human DNA polymerase kappa activity; 400,000 compounds, 0.53% hits; Q9UBT6; purified Pol kappa, fluorescent DNA synthesis assay, 10 min; Potency, µM (top dose mostly 107 µM), inactives show at the top dose activity, negative = inhibition, hits mostly inhibitors; note: % is set by controls: 0 for no effect and ±100 for the full control effect
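Enzyme at 10 nM met test compounds for 15 min at room temperature. Substrate addition (50 nM final) began the reaction, which was monitored by fluorescence at 0 and 10 min.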
G9a block = G9a (human) methyltransferase inhibition | Q96KQ7 | G9a H3K9 monomethylation, AlphaScreen, 2 h | Potency, µM (series often up to 102 µM), for the others: at the highest dose activity, negative = inhibition, actives largely listed as inhibitors | 350,000 compounds, 8.8% hits | AID 504332; note: % is set by controls: 0 for no effect and ±100 for the full control effect; nearly all actives have a fitted effect of over 75% in size
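Using a bead-based AlphaScreen, monomethylated H3K9 product from 2 h room-temperature reactions (G9a 20 nM, peptide 500 nM, SAM 20 uM) was detected with 0.5 ug/mL rabbit anti-H3K9me1 antibody.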
Anesthetic bind = candidate novel general anesthetic via apoferritin binding. P02791. apoferritin/1-aminoanthracene competitive binding, fluorescence. Potency, µM (top dose mostly 77.5 µM), for the others: top-dose activity change, negative = displacement, hits mostly inhibitors. 350,000 compounds, 0.074% hits. AID 485281; note: % is set by controls: 0 for no effect and ±100 for the full control effect; nearly all actives have a fitted effect of over 20% in size
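Read-out: endpoint 1-AMA fluorescence, excitation 380 nm and emission 535 nm, after compounds sit 10 min at room temperature with 10 uM horse-spleen apoferritin in 50% saturated 1-AMA/PBS. Values come from four-parameter Hill fits.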
APE1 inh = APE1 (human) endonuclease inhibition. P27695. recombinant APE1, TAMRA/BHQ-2 abasic DNA cleavage fluorescence. Potency, µM (titrated, usually from 65.8 µM), inactives show top-dose activity change, negative = inhibition, usual class: inhibitors. 350,000 compounds, 0.35% hits;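 note: plate controls were vehicle for no effect and reference inhibitor for full effect; nearly all actives have a fitted effect of over 55% in size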
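Substrate: short duplex with […] THF abasic site, 5'-TAMRA and 3'-BHQ-2, 50 nM final. APE1 at 0.75 nM, preincubated 15 min RT with compound. Fluorescence increase from first to third read measured activity.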
POLB inh = inhibitors of human DNA polymerase beta; P06746; Pol beta primer extension/strand displacement, fluorescence kinetic; Potency, µM (top dose mostly 114 µM), for inactives: at the top dose activity change, negative = inhibition, usual class: inhibitors; 340,000 compounds, 1.3% hits; note: % is set by controls: 0 for no effect and ±100 for the full control effect
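Enzyme-only controls used 10 nM Pol beta; buffer lacking enzyme served as negative control. Compound preincubated 15 min, then 50 nM substrate added; 0 and 10 min reads at room temperature.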
Pol eta inh = blocks human DNA polymerase eta activity; AID 588591; recombinant Pol eta, fluorescent DNA replication assay; Potency, µM (top dose mostly 114 µM), inactives show at the top dose activity change, negative = inhibition, hits mostly inhibitors; 390,000 compounds, 1.2% hits; note: % is set by controls: 0 for no effect and ±100 for the full control effect
Target sequence (Q9Y253 whole entry, looked up): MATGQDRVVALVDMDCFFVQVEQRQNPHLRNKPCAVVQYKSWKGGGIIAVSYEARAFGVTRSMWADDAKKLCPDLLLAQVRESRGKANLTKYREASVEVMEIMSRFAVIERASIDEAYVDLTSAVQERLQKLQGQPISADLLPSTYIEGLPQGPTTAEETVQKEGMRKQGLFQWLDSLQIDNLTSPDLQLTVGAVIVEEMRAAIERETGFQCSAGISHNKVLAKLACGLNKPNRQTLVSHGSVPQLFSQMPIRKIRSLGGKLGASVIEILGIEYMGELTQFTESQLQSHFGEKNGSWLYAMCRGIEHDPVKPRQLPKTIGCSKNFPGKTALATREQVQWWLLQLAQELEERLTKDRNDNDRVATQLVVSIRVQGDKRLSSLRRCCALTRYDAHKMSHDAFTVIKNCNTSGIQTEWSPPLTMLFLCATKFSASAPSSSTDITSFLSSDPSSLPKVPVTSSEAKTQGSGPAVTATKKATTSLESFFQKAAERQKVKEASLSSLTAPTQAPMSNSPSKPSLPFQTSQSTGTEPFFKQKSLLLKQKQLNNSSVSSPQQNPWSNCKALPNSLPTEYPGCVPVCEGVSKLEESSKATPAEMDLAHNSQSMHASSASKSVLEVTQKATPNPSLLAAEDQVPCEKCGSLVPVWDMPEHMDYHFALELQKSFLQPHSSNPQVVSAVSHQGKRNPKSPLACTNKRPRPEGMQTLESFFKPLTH
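Pol eta at 10 nM preincubated with compounds 15 min at room temperature; reaction started with fluorescent substrate (50 nM final) and read kinetically at 0 and 10 min.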
The depositor's hits bear a star; u = inconclusive; x = no result given; & = joins results of further samples; [ ] = another dose, or the depositor's remark. Calls come from the whole dose curve; as a rule, active = well fitted curve in the direction sought with a large enough effect; inconclusive = small, poorly fitted or top-dose-only effect, or another doubt; inactive = no such curve, though single readings can be large; an effect the other way counts as inactive or inconclusive. Potency is the fitted concentration of half-maximal effect.

item	structure	POLI inh	BAZ2B inh	BLM inh	POLK inh	G9a block
1	Cc1c(C)c2ccc(OCC(=O)N(C)C3CCS(=O)(=O)C3)c(C)c2oc1=O (configuration not stated)	31%	-18%	4%	14%	32%
2	Cc1ccsc1C1C(C#N)=C(N)OC2=C1C(=O)CC(C)C2 (configuration not stated)	u	u	-1%	-14%	-3%
3	Cc1cc(C)nc(NS(=O)(=O)c2ccc(N3C(=O)C4CC=C(Cl)CC4C3=O)cc2)n1 (configuration not stated)	-4%	-6%	-1%	2%	-17%
4	Cc1ccc(-c2nsc3c(N4CCN(C(=O)c5ccco5)CC4)ncnc23)cc1	x	8%	-4%	x	-6%
5	COc1cccc(NC(=O)NC2CCCCC2C)c1 (configuration not stated)	15%	-8%	-6%	-14%	-25%
6	CCOC(=O)CC1=C(C(=O)OCC)C(c2ccncc2)C(C#N)=C(N)O1 (configuration not stated)	4%	-2%	1%	-11%	0%
7	CC1C(=O)N2CCCc3cc(NC(=O)COc4ccc(Cl)cc4)cc1c32 (configuration not stated)	-4%	-3%	x	-7%	50µM*
8	CC(C)[C@H](NS(=O)(=O)c1ccccc1)C(=O)OCC(=O)Nc1ccccc1Sc1ccccc1	-11%	1%	-11%	-10%	20%[59 µM]

item	Anesthetic bind	APE1 inh	POLB inh	Pol eta inh
1	-7%	65%[activator]	23%	-6%
2	-7%	4%	9%	2%
3	-16%	-4%	10%	-21%
4	-16%	14%	26%	x
5	-21%	3%	1%	4%
6	-8%	-2%	10%	-1%
7	x	-1%	x	-8%
8	7%	17%	36%	u

An excerpt of these results, bar-delimited:
no. | structure | POLI inh | BAZ2B inh | BLM inh | POLK inh | G9a block | Anesthetic bind | APE1 inh | POLB inh | Pol eta inh
1 | Cc1c(C)c2ccc(OCC(=O)N(C)C3CCS(=O)(=O)C3)c(C)c2oc1=O (configuration not stated) | 31% | -18% | 4% | 14% | 32% | -7% | 65%[activator] | 23% | -6%
2 | Cc1ccsc1C1C(C#N)=C(N)OC2=C1C(=O)CC(C)C2 (configuration not stated) | u | u | -1% | -14% | -3% | -7% | 4% | 9% | 2%

Fetched by compound from the list above, 6 records:
item	structure	POLI inh	BAZ2B inh	BLM inh	POLK inh	G9a block
8	CC(C)[C@H](NS(=O)(=O)c1ccccc1)C(=O)OCC(=O)Nc1ccccc1Sc1ccccc1	-11%	1%	-11%	-10%	20%[59 µM]
1	Cc1c(C)c2ccc(OCC(=O)N(C)C3CCS(=O)(=O)C3)c(C)c2oc1=O (configuration not stated)	31%	-18%	4%	14%	32%
7	CC1C(=O)N2CCCc3cc(NC(=O)COc4ccc(Cl)cc4)cc1c32 (configuration not stated)	-4%	-3%	x	-7%	50µM*
3	Cc1cc(C)nc(NS(=O)(=O)c2ccc(N3C(=O)C4CC=C(Cl)CC4C3=O)cc2)n1 (configuration not stated)	-4%	-6%	-1%	2%	-17%
6	CCOC(=O)CC1=C(C(=O)OCC)C(c2ccncc2)C(C#N)=C(N)O1 (configuration not stated)	4%	-2%	1%	-11%	0%
5	COc1cccc(NC(=O)NC2CCCCC2C)c1 (configuration not stated)	15%	-8%	-6%	-14%	-25%

item	Anesthetic bind	APE1 inh	POLB inh	Pol eta inh
8	7%	17%	36%	u
1	-7%	65%[activator]	23%	-6%
7	x	-1%	x	-8%
3	-16%	-4%	10%	-21%
6	-8%	-2%	10%	-1%
5	-21%	3%	1%	4%

(next part)
item	structure	POLI inh	BAZ2B inh	BLM inh	POLK inh	G9a block
9	Cc1nc(N)c(Cc2ccccc2F)c(N)n1	2%	u	-3%	-4%	10%
10	O=C(O)CC(NC(=O)c1ccncc1)c1ccccc1 (configuration not stated)	17%	-16%	3%	-9%	u
11	Nc1nc2c(c(=O)[nH]1)C(c1ccccc1)C1=C(N2)c2ccccc2C1=O (configuration not stated)	81%	u	-24%	-12%	u
12	CN1CCc2c(sc3c2c(NCc2ccco2)nc2nnnn23)C1	-13%	-7%	105%[activator]	-14%	u
13	CCOC(=O)c1cnc(-c2ccccc2)nc1N	16%	10%	-5%	-9%	-25%[12.7 µM]
14	CCN(CC)CCCN1C(=O)c2oc3ccccc3c(=O)c2C1c1cccs1 (configuration not stated)	x	-32%	1%	x	50µM*
15	COc1ccc(S(=O)(=O)N(C)c2ccc(OCC(=O)Nc3cc(C)on3)cc2)cc1	-1%	14%	-7%	-8%	28%[59 µM]
16	Cc1ccccc1CN(C)CC(=O)NC(C)CCc1ccccc1 (configuration not stated)	7%	12%	-4%	-3%	0%

item	Anesthetic bind	APE1 inh	POLB inh	Pol eta inh
9	-1%	-1%	-14%	-13%
10	-5%	1%	-3%	2%
11	-12%	8%	17%	-3%
12	-23%	2%	14%	13%
13	-8%	0%	2%	-3%
14	-8%	2%	8%	x
15	-10%	-5%	-2%	-15%
16	-19%	-2%	0%	-4%

(cont.)
item	structure	POLI inh	BAZ2B inh	BLM inh	POLK inh	G9a block
17	C=CCOc1c(CNc2nccs2)cccc1OCC	-9%[58.9 µM]	-39%	-3%	-8%	-18%[59 µM]
18	COCCCNC(=S)NCCCNc1nc2cc(C)cc(C)c2cc1C#N	20%	-25%	-1%	5%	-41%
19	CCOC(=O)c1c(NC(=O)C(C)Sc2cn(CCNC(=O)c3ccc(OC)c(OC)c3)c3ccccc23)sc2c1CCC2 (configuration not stated)	27%	-19%	-8%	10%	u
20	Cn1c(=O)[nH]c(NC2CCCCC2)c(N=O)c1=O	107%[activator]	u	-1%	-12%	u
21	CN(C)c1cccc(O)c1	-7%	-32%	x	0%	-21%[0.501 µM]
22	CCOC(=O)c1[nH]c2ccc(Cl)cc2c1-c1ccccc1	27%	-29%	0%	-3%	31%[0.501 µM]
23	Cc1ccc2c(c1)c1c3n2CC(=C2C(=O)OC(C)(C)OC2=O)NC3CCC1 (configuration not stated)	34%[activator]	u	-9%	-11%	u
24	O=C(COC(=O)Cc1cccs1)Nc1ccccc1F	0%	9%	5%	4%	-77%
25	CN(C)c1ccc(/C=N/NC(=O)CNC(=O)c2ccco2)cc1	68%[activator]	0%	-3%	1%	-49%
26	CC(C)(C)C(=O)Nc1ccccc1C(=O)Nc1ccncc1	17%	7%	2%	-3%	-11%[59 µM]
27	CC(C)CC1CCCCC1OC(=O)CN1CCCCC1 (configuration not stated)	21%	4%	8%	-2%	-16%[59 µM]

item	Anesthetic bind	APE1 inh	POLB inh	Pol eta inh
17	-14%	-2%	-1%	-15%
18	-6%	2%	4%	-17%
19	29%	x	-9%	-10%
20	1%	u	-27%	-2%
21	x	-18%&0%	x	-5%
22	-9%	1%	33%	11%
23	-8%	15%	5%	-5%
24	-13%	0%	-5%	-14%
25	u	-6%	0%	-19%
26	-13%	-4%	7%	-10%
27	-12%	4%	4%	-15%

An excerpt; the hit share may differ from the screen's.
